MEP2-GFP yeast – modulators of TOR pathway MEP2-GFP in S. cerevisiae. AID 2016. GFP response vs DMSO, % at 10 µM. hit rate 0.51% among 330,000. S. cerevisiae MEP2-GFP strain, flow cytometry GFP, 3 h; 100% = DMSO control level;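 active = GFP response versus DMSO above a set limit, roughly screen mean plus 3 SD, cut at about 180% in these data; inconclusive = fewer than 70 cells counted for a yeast strain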;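 note: median GFP fluorescence of the barcode-gated MEP2-GFP cells per well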
LAP4-GFP MLPCN – yeast TOR pathway LAP4-GFP modulation; GFP response vs DMSO, % at 10 µM; AID 2023; hit rate 0.34% among 320,000; S. cerevisiae LAP4-GFP multiplex, flow cytometry GFP, 3 h; median GFP as percent of DMSO wells;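 active = GFP response vs DMSO above a set limit, about the screen mean plus 3 SD, cut at about 150% in these data; inconclusive = under 70 cell events counted for the yeast strain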
procasp7 counter – counter-screen: procaspase-7 (human) activation | AID 463210 | activation, % at 8.5 µM | recombinant procaspase-7, Ac-DEVD-pNA absorbance 405 nm; D23A/D198A/D206A triple mutant, cannot self-cleave; scale: DMSO 0, 5 µM enzyme 100 | hit rate 0.093% among 330,000 | P55210;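 active = percent activation above the screen-wide mean plus 3 SD, cut at about 25% in these data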
Target sequence (P55210 whole entry D23A/D198A/D206A): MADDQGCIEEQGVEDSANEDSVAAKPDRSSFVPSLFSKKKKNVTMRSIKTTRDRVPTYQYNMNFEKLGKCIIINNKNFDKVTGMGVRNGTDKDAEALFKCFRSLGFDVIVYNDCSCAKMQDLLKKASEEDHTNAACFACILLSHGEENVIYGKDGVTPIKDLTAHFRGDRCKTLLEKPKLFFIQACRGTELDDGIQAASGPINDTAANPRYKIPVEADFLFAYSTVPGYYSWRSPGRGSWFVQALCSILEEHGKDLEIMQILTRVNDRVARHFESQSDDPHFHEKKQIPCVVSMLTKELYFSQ
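Test system: Procaspase-7 triple mutant (PC-7 D3A). Also added: Ac-DEVD-pNA substrate, 400 µM as added. Schedule: 1 h enzyme–compound preincubation and 2 h substrate reaction, both 25 °C. Signal: p-Nitroaniline absorbance at 405 nm, read at 0 and 120 min. Control set: low DMSO alone, high DMSO plus 5 µM PC-7.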
CR mimetic SO – lowers age-related superoxide in aged yeast cells; S. cerevisiae aged cells, superoxide DHE fluorescence; stronger effect = lower value; superoxide response (% of plate mean), % at 10 µM; hit rate 0.18% among 330,000;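 active = superoxide response under a set limit, about three screen SD below normal, cut at about 65% in these data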;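 note: yeast aged for seven days with compound at 30 °C before DHE staining; 100% = average MFI of all compound-treated wells on the plate with controls excluded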
proCasp3 act – activators of human procaspase-3. hit rate 0.11% among 330,000. activation, % at 8.5 µM. P42574. recombinant procaspase-3 D3A, Ac-DEVD-pNA absorbance 405 nm. AID 463141;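 active = activation above the mean of all tested compounds plus 3 SD, cut at about 21% in these data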;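 note: 0% = DMSO alone and 100% = DMSO wells spiked with extra 5 µM PC-3 D3A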
Target sequence (P42574 whole entry D9A/D28A/D175A): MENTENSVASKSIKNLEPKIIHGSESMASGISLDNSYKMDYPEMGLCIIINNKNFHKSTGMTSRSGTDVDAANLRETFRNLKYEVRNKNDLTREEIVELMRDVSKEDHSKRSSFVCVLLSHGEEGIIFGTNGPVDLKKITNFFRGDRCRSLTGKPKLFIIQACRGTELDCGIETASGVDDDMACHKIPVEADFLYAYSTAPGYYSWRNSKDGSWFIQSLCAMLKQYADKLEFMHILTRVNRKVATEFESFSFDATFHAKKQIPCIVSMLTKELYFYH
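Assay system – Procaspase-3 D3A mutant, all three cleavage aspartates alanine · Controls – DMSO-only low control, 5 µM PC-3 D3A high control · Schedule – 1 h compound preincubation, 2 h substrate hydrolysis at 25 °C · Signal – 405 nm absorbance of p-nitroaniline, reads at 0 and 120 min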
RPL19A-GFP yeast – modulators of TOR pathway RPL19A-GFP in S. cerevisiae; S. cerevisiae RPL19A-GFP strain, flow cytometry, 3 h; stronger effect = lower value; percent response vs DMSO, % at 10 µM; hit rate 0.3% among 330,000; AID 2025;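 active = percent response vs DMSO below 50%; inconclusive = fewer than 70 events counted for the yeast strain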;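 note: median channel GFP fluorescence of the barcoded RPL19A-GFP strain; ratio of sample median GFP to plate DMSO average so 100% = DMSO; lower means less RPL19A-GFP as with rapamycin TOR inhibition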
GASC-1 inh – inhibitors of human GASC-1 (JMJD2C) demethylase; inhibition, % at 2.35 µM; hit rate 0.069% among 330,000; Q9H3R0; GST-JMJD2C(1-420) H3K9me3 demethylation, DELFIA europium;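 active = more than half of a compound's replicate wells show inhibition beyond 50%, single wells judged on their own value; inconclusive = some, but no more than half, of replicates pass 50% inhibition; inactive = no replicate passes 50% inhibition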;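 note: signal counts dimethyl H3K9 product captured on neutravidin plate; 0% = median of DMSO wells and 100% = 0.3 times that DMSO median; strong numbers were not always called active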
Target sequence (Q9H3R0 1-420 limits assumed): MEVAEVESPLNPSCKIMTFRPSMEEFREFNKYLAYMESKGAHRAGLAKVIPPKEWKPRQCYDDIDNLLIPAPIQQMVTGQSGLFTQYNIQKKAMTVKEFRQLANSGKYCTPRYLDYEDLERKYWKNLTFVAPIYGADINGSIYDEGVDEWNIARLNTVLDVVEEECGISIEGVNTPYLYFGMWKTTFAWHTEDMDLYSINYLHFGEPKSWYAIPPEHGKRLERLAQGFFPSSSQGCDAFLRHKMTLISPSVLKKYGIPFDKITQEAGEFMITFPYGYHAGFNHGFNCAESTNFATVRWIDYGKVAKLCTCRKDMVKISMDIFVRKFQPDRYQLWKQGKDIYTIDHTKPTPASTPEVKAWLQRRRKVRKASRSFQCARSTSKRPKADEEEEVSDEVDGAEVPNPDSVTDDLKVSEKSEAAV
AHR act – human AHR activation | AHR-responsive luciferase reporter cells, luminescence | P35869 | hit rate 2.5% among 320,000 | AID 2796 | activation, % at 5 µM; in the data active = activation above about 47%;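 note: 0% = vehicle wells and 100% = reference agonist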
* marks the source's active call; other numbers are inactive results; ? = inconclusive; · = no result given; & = joins results of further samples.

#	molecule	MEP2-GFP yeast	LAP4-GFP MLPCN	procasp7 counter	CR mimetic SO
1	CCNC(=S)Nc1ccc(Cl)cc1Cl	112	104	3	89
2	CCCCC(c1nnnn1C1CCCC1)N1CCN(C2CCCCC2)CC1 (stereo unspecified)	95	91	0	94
3	Cc1cc(NC(=O)C(C)SCC(=O)Nc2cc(Cl)ccc2N2CCN(C)CC2)no1 (stereo unspecified)	100	107	7	96
4	CCCc1cc(=O)n2[nH]c(NCc3ccc(OC)cc3)nc2n1	96	113	4	99
5	CN(C)CC/C=C1/c2ccccc2Sc2c(O)cc(Cl)cc21	110	113	10	108
6	COc1ccc2c(CC(=O)Nc3nnc(C4CC4)s3)coc2c1	99	91	-4	110
7	CN(C)CCCN(Cc1ccccc1)C(=S)Nc1ccc(SC(F)F)cc1	98	114	0	91
8	O=C1CCCN1c1ccc(S(=O)(=O)NCCOc2ccccc2)cc1	90	87	-2	100
9	Fc1ccc(-[n+]2nc(Nc3ccccc3)sc2-c2cccc(Cl)c2Cl)cc1	97	142	1	103
10	Cc1snc(S(=O)(=O)/C(C#N)=N/Nc2ccc(C(F)(F)F)cc2)c1C#N	107	99	-7	93
11	CSc1ccc(/C=C/C(=O)OCC(=O)NC2CCS(=O)(=O)C2)cc1 (stereo unspecified)	101	107	6	89
12	O=c1c(-c2ccco2)[n+]([O-])c2ccccc2n1OCc1ccccc1F	101	103	5	104

#	proCasp3 act	RPL19A-GFP yeast	GASC-1 inh	AHR act
1	7	107	-2	0
2	-7	100	0	-1
3	0	101	-4	1
4	0	96	13	-1
5	-3	103	-9	13
6	-10	96	-3	8
7	-6	96	1	0
8	-8	93	-6	-1
9	-1	97	7	113*
10	-7	99	14	44
11	-5	98	1	0
12	4	101	4	9

Copied from above, compounds 1–2
#	molecule	MEP2-GFP yeast	LAP4-GFP MLPCN	procasp7 counter	CR mimetic SO
1	CCNC(=S)Nc1ccc(Cl)cc1Cl	112	104	3	89
2	CCCCC(c1nnnn1C1CCCC1)N1CCN(C2CCCCC2)CC1 (stereo unspecified)	95	91	0	94

#	proCasp3 act	RPL19A-GFP yeast	GASC-1 inh	AHR act
1	7	107	-2	0
2	-7	100	0	-1

Copied from the list:
Entry for cpd 2 in GASC-1 inh: 0
Entry for cpd 9 in proCasp3 act: -1
Entry for cpd 4 in RPL19A-GFP yeast: 96
Entry for cpd 5 in CR mimetic SO: 108
Entry for cpd 6 in RPL19A-GFP yeast: 96
Entry for cpd 12 in LAP4-GFP MLPCN: 103
Entry for cpd 10 in LAP4-GFP MLPCN: 99

Continued.
#	molecule	MEP2-GFP yeast	LAP4-GFP MLPCN	procasp7 counter	CR mimetic SO
13	CCCNC(=O)C(NS(=O)(=O)c1ccc2c(c1)c(=O)n(C)c(=O)n2C)c1ccccc1 (stereo unspecified)	102	95	0	94
14	COc1ccccc1NC(=O)CSc1nc(=O)n2cc(C)ccc2n1	97	109	2	92
15	CC(=O)c1cccc(NC(=O)NNC(=O)c2ccc(-c3ccccc3)cc2)c1	104	91	-4	106
16	Cc1nc(=O)c(-c2ccccc2)c(C)n1CCCO	107	103	3	96
17	COc1ccc(NC(=O)COc2ccccc2C(=O)NCC(c2ccccc2)N(C)C)cc1Cl (stereo unspecified)	106	99	-2	106
18	N#C/C(=C\C=C\c1ccccc1[N+](=O)[O-])C(=O)NCc1ccccc1	102	99	9	101
19	Cc1[nH]c2ccccc2c1Cc1nnc(SCCC#N)o1	99	111	21	110
20	CC(C)(C)c1ccc(C(=O)n2cnc3ccccc32)cc1	99	98	1	112
21	CC1CCCC(NC(=O)Cn2cc(C(F)(F)F)cc(Cl)c2=O)C1C (stereo unspecified)	96	96	-3	121
22	CCCCn1c(C)cc2cc(O)ccc21	101	95	-9	109
23	O=C(CSCc1c(F)cccc1Cl)NCc1ccco1	101	107	1	94
24	CC(c1ccccc1)n1cc(C(=O)NCCN2CCOCC2)nn1 (stereo unspecified)	97	91	-3	92

#	proCasp3 act	RPL19A-GFP yeast	GASC-1 inh	AHR act
13	1	98	-2	-2
14	-1	99	6	-3
15	-4	99	9	1
16	11	101	7	-1
17	5	104	3	6
18	2	102	0	7
19	9	97	10	5
20	12	105	1	2
21	5	93	4	-1
22	-3	94	·	9
23	-3	97	-2	-2
24	5	95	-5	-2

Continued.
#	molecule	MEP2-GFP yeast	LAP4-GFP MLPCN	procasp7 counter	CR mimetic SO
25	O=C(Cc1cccs1)Nc1ccc(-c2nc3ccccc3[nH]2)cc1	99	100	8	107
26	O=C(NCCc1ccccc1)C1CCN(S(=O)(=O)c2ccc(Br)s2)CC1	100	98	1	88
27	CCOc1ccc(N(C(=O)c2ccccc2Cl)C2=NC(C)(C)CS2)cc1	99	89	-2	89
28	CCC1CCCCN1CCCNC(=O)c1ccc(CS(=O)(=O)Cc2ccccc2F)o1 (stereo unspecified)	92	92	4	93
29	COc1cc(N/C(N)=N/c2nc(C)cc(C)n2)c(OC)cc1Cl	101	84	6	91
30	CC(C)N1CCc2c(sc(NC(=O)c3ccc([N+](=O)[O-])o3)c2C(N)=O)C1	108	111	-7	102
31	CCC(CC)C(=O)Nc1nnc(S(=O)(=O)N2CCCC2)s1	98	86	-3	100
32	O=C(CCSc1ccc(Cl)cc1)N1CCN(c2ncccn2)CC1	93	94	-2	92
33	O=C(NC1(O)C(=O)c2ccccc2C1=O)c1c(Cl)cccc1Cl	101	101	-7	95
34	O=C(CSc1ccccc1C(=O)O)NCc1ccccc1	92	93	-6	104
35	CC(C)(C)SCCNC(=O)c1cccc([N+](=O)[O-])c1	102	91	-3	106
36	Cc1cc(C)c(S(=O)(=O)NCCCn2ccnc2)cc1C	109	95	5	102

#	proCasp3 act	RPL19A-GFP yeast	GASC-1 inh	AHR act
25	-3	106	-13	-4
26	2	98	?	0
27	1	92	5	10
28	-1	92	1&1	0
29	3	105	-3	54*
30	-3	100	1	5
31	-2	92	-4	-1
32	-7	91	-4	16
33	-8	97	43	2
34	6	89	-5	2
35	-2	107	-2	1
36	6	108	4	43

Some of the entries so far, with values under each structure:
Each structure is followed by: MEP2-GFP yeast, LAP4-GFP MLPCN, procasp7 counter, CR mimetic SO, proCasp3 act, RPL19A-GFP yeast, GASC-1 inh, AHR act
23) O=C(CSCc1c(F)cccc1Cl)NCc1ccco1
    101, 107, 1, 94, -3, 97, -2, -2
19) Cc1[nH]c2ccccc2c1Cc1nnc(SCCC#N)o1
    99, 111, 21, 110, 9, 97, 10, 5

Returning to the listing with the 4 entries that preceded the break.
#	molecule	MEP2-GFP yeast	LAP4-GFP MLPCN	procasp7 counter	CR mimetic SO
33	O=C(NC1(O)C(=O)c2ccccc2C1=O)c1c(Cl)cccc1Cl	101	101	-7	95
34	O=C(CSc1ccccc1C(=O)O)NCc1ccccc1	92	93	-6	104
35	CC(C)(C)SCCNC(=O)c1cccc([N+](=O)[O-])c1	102	91	-3	106
36	Cc1cc(C)c(S(=O)(=O)NCCCn2ccnc2)cc1C	109	95	5	102
37	CC(C)CNC(=O)Cn1nc(C(F)(F)F)c2c1CCCC2	112	105	10	104
38	c1csc(Cc2nc(-c3ccc(-n4cccc4)cc3)no2)c1	107	99	-3	95
39	Cc1ccc(CNS(=O)(=O)c2cccc3nsnc23)cc1	96	93	5	78
40	CC1CCCC(NC(=O)c2ccc3c(=O)n(CC4CCCO4)c(=O)[nH]c3c2)C1C (stereo unspecified)	104	100	1	92
41	CC(C)(C)OC(=O)C[C@H]1C/C=C\C[C@@H](CC(=O)N[C@@H](CO)Cc2ccccc2)C(=O)N2CCC[C@H]2COC1=O	95	102	5	106
42	Cc1cc(NC(=O)c2ccco2)ncc1NC(=O)CCc1ccccc1	102	101	15	103
43	CCCCCC(=O)N1CC2(CC(c3cccc(NC(=O)CC)c3)=NO2)C[C@H]1C(N)=O (stereo partly specified)	94	109	-2	99
44	Cc1c(NC(=S)NC(NC(=O)CC(C)C)C(Cl)(Cl)Cl)c(=O)n(-c2ccccc2)n1C (stereo unspecified)	95	83	-4	82
45	O=S1(=O)NC(c2ccccc2)CC(CC2CCCCC2)O1 (stereo unspecified)	86	116	-12	104
46	CCN1CCN(C(=O)N(Cc2ccc(Cl)cc2)S(=O)(=O)c2ccc(C)cc2)CC1	101	102	1	103
47	Cc1ccc(CNc2oc(COc3ccccc3Cl)nc2C#N)cc1	107	103	13	95
48	Cn1c(COc2ccccc2)nnc1SCC(=O)NNC(=O)C1CCCCC1	99	99	10	85

#	proCasp3 act	RPL19A-GFP yeast	GASC-1 inh	AHR act
33	-8	97	43	2
34	6	89	-5	2
35	-2	107	-2	1
36	6	108	4	43
37	1	117	1	0
38	3	95	7	-1
39	2	88	6	-1
40	5	95	0	0
41	1	96	·	2
42	3	98	20	4
43	-1	102	-15	0
44	1	96	4	-3
45	4	92	5	1
46	4	97	-26	-1
47	-10	99	7	21
48	10	94	-1	5

(continued)
#	molecule	MEP2-GFP yeast	LAP4-GFP MLPCN	procasp7 counter	CR mimetic SO
49	Cc1ccnc(N2CCC(C(=O)NC3CCCCCC3)CC2)n1	103	100	6	93
50	CC1CN(S(=O)(=O)c2cc(C(=O)NC(C)c3cccnc3)ccc2Cl)CC(C)O1 (stereo unspecified)	97	100	1	105
51	CCCCC(O)(c1ccc(F)cc1)C(CN1CCOCC1)c1ccc(Cl)cc1 (stereo unspecified)	115	94	-7	100
52	CCN(CC)NC(=S)Nc1ccccc1	99	97	2	97
53	CCN(CC)CCOC(=O)c1ccccc1Br	100	97	7	106
54	Cc1ccc2c(c1)[C@H]1[C@H](CO2)[C@H](c2ccccc2)[C@]2(C)C(=O)N(Cc3ccc(Cl)cc3)CC(=O)N12	101	101	11	73
55	Cc1cc(C)c(C(=O)C[n+]2cccc(C(N)=O)c2)c(C)c1	96	104	-14	100
56	CC1CCCCN1S(=O)(=O)c1ccc(C(=O)Nc2nnc(-c3cccs3)o2)cc1 (stereo unspecified)	99	89	6	97
57	C=CCNC(=S)NNc1nc2c(c(=O)[nH]1)C1(CCCC1)Cc1ccccc1-2	101	94	-15	114
58	O=[N+]([O-])c1cc(Cl)ccc1NCCc1ccccn1	102	95	-2	116
59	O=C(c1cccnc1)N1CCN(S(=O)(=O)c2ccc(S(=O)(=O)N3CCCC3)cc2)CC1	101	102	-4	129
60	COc1ccc(CNC(=O)C2CCCN2CCc2ccccc2)cc1OC (stereo unspecified)	110	108	8	103
61	COc1ccc(CNC(=S)NNC(=O)c2cc3ccccc3o2)cc1	99	87	-6	85

#	proCasp3 act	RPL19A-GFP yeast	GASC-1 inh	AHR act
49	7	101	-14	0
50	2	97	3	2
51	7	105	-14	2
52	5	96	2	-1
53	-13	97	-3	1
54	13	100	0	2
55	-10	100	-31	5
56	-1	94	-21	6
57	-6	100	-5	16
58	-2	101	0	-1
59	2	104	3	1
60	8	97	-6	1
61	-3	103	-5	-1

High-throughput results as filed in PubChem BioAssay.
